# Assay outcomes (PubChem)
# rad50 = NCI yeast anticancer drug screen, S. cerevisiae rad50 strain; 79,000 compounds, 10% hits; % growth inhibition at 50 µM;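 note: 0% = growth of vehicle-only cultures of the same strain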
#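 Inhibition values express reduced yeast growth in compound-treated cultures relative to vehicle-treated controls.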
# yeast mec2-1 = NCI yeast anticancer drug screen, S. cerevisiae mec2-1 strain. AID 157. 79,000 compounds, 9% hits. growth inhibition, % at 50 µM;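 note: 0% = growth of vehicle-only cultures of the same strain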
#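 Readout is yeast growth inhibition, normalised to vehicle-treated controls, in the mec2-1 strain exposed to compound.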
# mlh1 rad18 = NCI yeast anticancer drug screen, S. cerevisiae mlh1 rad18 strain | % growth inhibition at 50 µM | 79,000 compounds, 11% hits;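 note: 0% = growth of vehicle-only cultures of the same strain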
#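 Steps: expose repair-defective yeast to compound; measure growth; express inhibition against vehicle-treated controls.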
# cln2 rad14 = NCI yeast anticancer drug screen, S. cerevisiae cln2 rad14 strain. % growth inhibition at 50 µM. AID 165. 78,000 compounds, 8.3% hits;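 note: 0% = growth of vehicle-only cultures of the same strain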
#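 Readout is yeast growth inhibition versus vehicle-treated controls, using a strain with cln2 and rad14 alterations exposed to compound.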
# bub3 = NCI yeast anticancer drug screen, S. cerevisiae bub3 mutant strain. growth inhibition, % at 50 µM. 78,000 compounds, 9.9% hits;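 note: 0% = growth of vehicle-only cultures of the same strain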
#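 Yeast carrying a defined mutation is treated with each compound, and growth is compared with that of vehicle-exposed cells to give inhibition.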
# sgs1 mgt1 = NCI yeast anticancer drug screen, S. cerevisiae sgs1 mgt1 strain. 78,000 compounds, 10% hits. AID 161. % growth inhibition at 50 µM;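 note: 0% = growth of vehicle-only cultures of the same strain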
#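 Genetically altered yeast, compound exposure, growth inhibition relative to vehicle.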
# Numbers without * were called inactive; & = joins results of further samples; ! = a repeat was not active. Cut-off read from the data, not from the text of the source: active = growth inhibition above about 70%; inactive = the rest. These rows are one share of the data. The share of hits here may be higher or lower than overall.
cpd | smiles | rad50 | yeast mec2-1 | mlh1 rad18
1 | N#CSCC(=O)O (tested in a mixture with another compound) | 0.5 | 7.4 | -7.8
2 | O=[N+]([O-])O.[NH-]C1CCCCC1[NH-].[NH-]C1CCCCC1[NH-].[OH-].[OH-].[Pt+4].[Pt+4] (centres undefined) | 49.8 | -4.8 | 30.2
3 | N#CC(C#N)=Cc1ccccc1Br | 6.5 | 11.8 | 18.1
4 | O=C(NC(CSC(c1ccccc1)(c1ccccc1)c1ccccc1)C(=O)O)OCc1ccccc1 (centres undefined) | 63.7 | 99.5* | 58.8
5 | O=c1c2ccccc2nc(/C=C(\O)c2ccncc2)n1-c1ccc(Cl)cc1 | -13.7 | -15.3 | -11.2
6 | COC1=CC=C2[C@@H]3Cc4ccc(OC)c5c4[C@]2(CCN3CCCl)C1O5 (some centres undefined) | 27.0 | -5.3 | 10.6
7 | COc1ccccc1OC (tested in a mixture with another compound) | 22.5 | 16.7 | 16.2
8 | CC(=O)Nc1cc(NC(C)=O)cc(N(CCCl)CCCl)c1 | -16.7 | -3.8 | -34.3
9 | O=C(CN1C(=O)C2CCCCC2C1=O)N1CC1 (centres undefined) | -7.8 | 0.1 | -9.3
10 | C1N2CN3CN1CN(C2)C3 (tested in a mixture with another compound) | 2.3 | -11.8 | -11.1

cpd | cln2 rad14 | bub3 | sgs1 mgt1
1 | 25.1 | 6.3 | 5.8
2 | -5.5 | -41.0 | -29.3
3 | 26.1 | 10.3 | 30.3
4 | 51.9 | 47.6 | 98.5*
5 | 4.3 | 2.2 | 0.9
6 | 8.2 | 6.8 | 4.8
7 | -17.4 | 14.2 | 26.4
8 | 19.6 | -25.4 | -16.9
9 | 5.8 | -6.6 | -11.7
10 | -10.3 | 2.9 | -1.1

# (continued)
cpd | smiles | rad50 | yeast mec2-1 | mlh1 rad18
11 | CCOc1ccc2c(N/N=C/c3ccc(N(CCCl)CCCl)cc3)cc(C)nc2c1 | 96.3* | 97.6* | 96.3*
12 | O=P(Oc1ccc(Cl)cc1)(Oc1ccc(Cl)cc1)N1CC1 | 4.8 | 14.3 | 32.1
13 | O=[N+]([O-])c1ccc(C2C3CC4C(OOC42)C3I)cc1 (centres undefined) | 23.5 | 18.1 | 31.4
14 | O=[N+]([O-])c1ccc(F)c([N+](=O)[O-])c1F | -14.2 | -17.9 | -7.8
15 | O=c1oc2ccccc2c(O)c1C(c1ccco1)c1c(O)c2ccccc2oc1=O | 79.0* | 79.2* | 27.5
16 | Cc1cc(N(CCCl)CCCl)ccc1C=Nc1ccc(F)cc1[N+](=O)[O-] | 4.3 | 3.1 | 18.7
17 | CC12CCC(O)C=C1CCC1C2CCC2(C)C(C3=CC(=O)OC3)CCC12O (centres undefined) | -2.0 | -4.8 | 0.1
18 | CCOP(=O)(Cc1ccc(N)cc1)OCC | -23.0 | -34.0 | -14.2
19 | O=C(O)C(Oc1nc(=S)[nH]c(=S)[nH]1)(c1ccc(Cl)cc1)c1ccc(Cl)cc1 | -1.5 | 6.5 | -8.8
20 | COc1ccc(OC)c(CCc2cc(OC)ccc2OC)c1 | -7.8 | -13.2 | -28.0

cpd | cln2 rad14 | bub3 | sgs1 mgt1
11 | 97.8* | 95.7* | 97.3*
12 | 9.3 | 34.4 | 18.9
13 | -27.4 | 97.2* | 32.8
14 | 12.6 | -23.5 | 5.2
15 | 41.5 | 34.2 | 44.2
16 | 1.6 | -8.4 | 2.6
17 | -7.4 | -4.6 | 20.8
18 | 19.9 | -23.9 | -21.2
19 | 0.6 | -10.7 | -23.2
20 | -40.1 | 13.2 | -9.9

# Remaining list, next part.
cpd | smiles | rad50 | yeast mec2-1 | mlh1 rad18
21 | CCC[CH2][Sn]([Cl])([Cl])[CH2]CCC | 99.5* | 99.3* | 98.8*
22 | CCC(C)N1CN(c2ccccc2)C2(CCN(CCCC3(c4ccc(F)cc4)OCCO3)CC2)C1=O (centres undefined) | -0.8 | 5.3 | 31.0
23 | C[C@@H](O)CCC(=O)c1ccoc1 | 9.2 | 4.5 | 1.1
24 | COc1cc(CC(C)N)ccc1O (centres undefined) | 7.9 | -9.4 | -18.4
25 | O=C1c2c(Cl)ccc(Cl)c2C(=O)c2c(Cl)ccc(Cl)c21 | 0.1 | 2.0 | 17.6
26 | CNC(Cc1ccccc1)c1ccc(OC)c(OC)c1 (centres undefined) | -2.2 | 4.0 | 7.3
27 | CCCCCc1cc(O)c(CCCC)c(O)c1 | 99.4* | 99.0* | 99.0*
28 | c1ccc2c(c1)CC1OCN3CN(COC4Cc5ccccc5CC43)C1C2 (centres undefined) | 0.8 | -4.7 | -7.2
29 | NCC(=O)O | 33.0&-19.1 | -24.2&-3.3 | 20.1&4.2
30 | CC1C(C(O)(c2ccccc2)c2ccccc2)N1C1CCCCC1 (centres undefined) | -23.6 | 2.5 | -15.9

cpd | cln2 rad14 | bub3 | sgs1 mgt1
21 | 98.7* | 99.5* | 99.2*
22 | 74.5* | 7.5 | 34.0
23 | 8.4 | -14.8 | -7.7
24 | -46.4 | 21.6 | -14.2
25 | 7.7 | 18.4 | 8.7
26 | -15.6 | 14.3 | 18.7
27 | 99.1* | 99.2* | 99.0*
28 | -5.9 | -1.4 | 1.2
29 | 11.6&-14.8 | 22.3&-0.2 | 25.6&5.5
30 | -30.7 | 18.2 | 1.3

# Carrying on:
cpd | smiles | rad50 | yeast mec2-1 | mlh1 rad18
31 | Oc1cc(Cl)c(Cl)cc1Cl | 98.5*! | 98.6* | 98.8*!
32 | CC1(Br)C(=O)NC(=O)N(C2C=CC(CO)O2)C1O (centres undefined) | -23.6 | -45.9 | -22.4
33 | CN=P(c1ccccc1)(c1ccccc1)c1ccccc1 | 52.6 | 42.9 | 47.4
34 | CSP(=S)(SC)SC | 24.0 | -5.7 | -15.8
35 | Cc1ccc(P(=[Se])(c2ccc(C)cc2)c2ccc(C)cc2)cc1 | -16.4 | -7.7 | -11.6
36 | O=P(O)(O)CN1CCNCCN(CP(=O)(O)O)CCNCC1 | 0.0 | 1.9 | -17.6
37 | O=[P+](O)C(O)c1ccccc1 (centres undefined) | -20.6 | -27.9 | -7.7
38 | CCCCC(CC)CC1C(=O)NC(=S)NC1=O (centres undefined) | -3.7 | 5.5 | 6.3
39 | CN(C)c1ccc(-c2ccc(N(C)C)cc2)cc1 | -10.6 | 7.3 | -2.6
40 | CN1CN(c2ccccc2)C2(CCNCC2)C1=O | -7.5&18.8 | -34.8&-5.3 | -1.0&-55.5

cpd | cln2 rad14 | bub3 | sgs1 mgt1
31 | 96.4* | 97.2* | 99.1*!
32 | -1.1 | -9.0 | -40.7
33 | -8.8 | 28.1 | 60.6
34 | 22.1 | -8.0 | 13.4
35 | -50.4 | 28.4 | -16.6
36 | 0.4 | -3.4 | 19.4
37 | 4.9 | -10.8 | -14.1
38 | -37.1 | -0.1 | -17.8
39 | 17.6 | 3.2 | 5.5
40 | 11.2&7.2 | 3.2&-51.2 | -21.4&-15.3

# (listing goes on)
cpd | smiles | rad50 | yeast mec2-1 | mlh1 rad18
41 | Cc1ccc(OP(=O)(Oc2ccc(C)cc2)Oc2ccc(C)cc2)cc1.Cc1ccc(OP(=O)(Oc2ccc(C)cc2)Oc2ccc(C)cc2)cc1.Cc1ccc(OP(=O)(Oc2ccc(C)cc2)Oc2ccc(C)cc2)cc1.Cc1ccc(OP(=O)(Oc2ccc(C)cc2)Oc2ccc(C)cc2)cc1.[Nd+3].[O-][Cl+3]([O-])([O-])O | 34.4 | 23.7 | 25.7
42 | O=C1OC(=O)C2CC3C(CC12)C1(Cl)C(Cl)=C(Cl)C3(Cl)C1(Cl)Cl (centres undefined) | -15.5 | -28.2 | 3.0
43 | CC(Cl)CNC(C)C (centres undefined) | 5.0 | -9.4 | 6.1
44 | COC(=O)CN(CCCl)P1(=O)OCCCN1CCCl (centres undefined) | -17.4 | -1.1 | -4.8
45 | CCOP(=O)(CC(=O)c1cc2ccccc2[nH]1)OCC | -3.5 | 12.6 | -19.8
46 | CCCCOP(O)(=S)OCCCC.[Tb] | -19.0 | 14.6 | 17.9

cpd | cln2 rad14 | bub3 | sgs1 mgt1
41 | 27.0 | 52.8 | 37.8
42 | -5.4 | -17.4 | -13.1
43 | 24.5 | -8.0 | 3.2
44 | 0.2 | 10.3 | -5.5
45 | 1.2 | -8.1 | -2.1
46 | 29.1 | -14.8 | -14.6

# Rewritten with two lines to a compound: part of the list above.
# Each structure is followed by: rad50, yeast mec2-1, mlh1 rad18, cln2 rad14, bub3, sgs1 mgt1
1. N#CSCC(=O)O (tested in a mixture with another compound)
    0.5, 7.4, -7.8, 25.1, 6.3, 5.8
2. O=[N+]([O-])O.[NH-]C1CCCCC1[NH-].[NH-]C1CCCCC1[NH-].[OH-].[OH-].[Pt+4].[Pt+4] (centres undefined)
    49.8, -4.8, 30.2, -5.5, -41.0, -29.3
3. N#CC(C#N)=Cc1ccccc1Br
    6.5, 11.8, 18.1, 26.1, 10.3, 30.3
4. O=C(NC(CSC(c1ccccc1)(c1ccccc1)c1ccccc1)C(=O)O)OCc1ccccc1 (centres undefined)
    63.7, 99.5*, 58.8, 51.9, 47.6, 98.5*
5. O=c1c2ccccc2nc(/C=C(\O)c2ccncc2)n1-c1ccc(Cl)cc1
    -13.7, -15.3, -11.2, 4.3, 2.2, 0.9
6. COC1=CC=C2[C@@H]3Cc4ccc(OC)c5c4[C@]2(CCN3CCCl)C1O5 (some centres undefined)
    27.0, -5.3, 10.6, 8.2, 6.8, 4.8
7. COc1ccccc1OC (tested in a mixture with another compound)
    22.5, 16.7, 16.2, -17.4, 14.2, 26.4
8. CC(=O)Nc1cc(NC(C)=O)cc(N(CCCl)CCCl)c1
    -16.7, -3.8, -34.3, 19.6, -25.4, -16.9
9. O=C(CN1C(=O)C2CCCCC2C1=O)N1CC1 (centres undefined)
    -7.8, 0.1, -9.3, 5.8, -6.6, -11.7
10. C1N2CN3CN1CN(C2)C3 (tested in a mixture with another compound)
    2.3, -11.8, -11.1, -10.3, 2.9, -1.1
11. CCOc1ccc2c(N/N=C/c3ccc(N(CCCl)CCCl)cc3)cc(C)nc2c1
    96.3*, 97.6*, 96.3*, 97.8*, 95.7*, 97.3*
12. O=P(Oc1ccc(Cl)cc1)(Oc1ccc(Cl)cc1)N1CC1
    4.8, 14.3, 32.1, 9.3, 34.4, 18.9
13. O=[N+]([O-])c1ccc(C2C3CC4C(OOC42)C3I)cc1 (centres undefined)
    23.5, 18.1, 31.4, -27.4, 97.2*, 32.8
14. O=[N+]([O-])c1ccc(F)c([N+](=O)[O-])c1F
    -14.2, -17.9, -7.8, 12.6, -23.5, 5.2
15. O=c1oc2ccccc2c(O)c1C(c1ccco1)c1c(O)c2ccccc2oc1=O
    79.0*, 79.2*, 27.5, 41.5, 34.2, 44.2
16. Cc1cc(N(CCCl)CCCl)ccc1C=Nc1ccc(F)cc1[N+](=O)[O-]
    4.3, 3.1, 18.7, 1.6, -8.4, 2.6
